Assay outcomes (PubChem BioAssay)
CCR6 antagonist = CCR6 receptor antagonists, primary screen, cell-based, CHO-K1, luminescence, beta-arrestin, uHTS; inhibition, % at 20 µM; CHO-K1 CCR6 PathHunter beta-arrestin, CCL20-stimulated; C-C chemokine receptor type 6 (Homo sapiens), P51684; 340,000 compounds, 0.49% hits;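 active = compounds whose inhibition of the agonist-driven luminescence signal at 20 µM reaches about 50%, limit read from the data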;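 also: cells stimulated with CCL20 at 14 nM final; plate controls were DMSO with CCL20 for no effect and DMSO without agonist for full effect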
Target sequence (P51684 whole entry, looked up): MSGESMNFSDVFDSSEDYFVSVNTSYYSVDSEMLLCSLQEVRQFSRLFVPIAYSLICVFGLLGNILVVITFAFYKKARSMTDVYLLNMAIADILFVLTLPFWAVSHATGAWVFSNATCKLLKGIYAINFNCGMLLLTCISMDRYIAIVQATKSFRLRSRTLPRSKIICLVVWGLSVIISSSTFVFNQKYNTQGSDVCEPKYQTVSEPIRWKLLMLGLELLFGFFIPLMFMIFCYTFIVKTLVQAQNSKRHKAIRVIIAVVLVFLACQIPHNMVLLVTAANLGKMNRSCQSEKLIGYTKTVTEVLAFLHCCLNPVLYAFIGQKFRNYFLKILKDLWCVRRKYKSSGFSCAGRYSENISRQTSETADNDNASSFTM
APOBEC3G inh = APOBEC3G DNA deaminase inhibitors, primary screen, biochemical, fluorescence, single-stranded DNA substrate, uHTS; DNA dC->dU-editing enzyme APOBEC-3G (Homo sapiens), Q9HC16; recombinant A3G, ssDNA deamination FAM/TAMRA fluorescence; inhibition, % at 20 µM; 330,000 compounds, 0.28% hits;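 active = inhibition of at least 40% at 20 µM, with no more than 30% in the related APOBEC3A deaminase screen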;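 also: plate controls were DMSO wells with A3G for no effect and wells lacking A3G enzyme for full effect; some compounds called inactive have numbers as strong as hits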
APOBEC3A inh = APOBEC3A ssDNA deaminase inhibitors, primary screen, selectivity assay for APOBEC3G inhibitor project, biochemical, FAM/TAMRA oligo cleavage fluorescence | AID 493011, 2011 | 330,000 compounds, 0.41% hits | DNA dC->dU-editing enzyme APOBEC-3A (Homo sapiens), P31941 | inhibition, % at 20 µM | recombinant A3A, FAM/TAMRA ssDNA deamination fluorescence;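 active = at least 40% inhibition at 20 µM here, with at most 30% in a related deaminase screen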;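 also: plate controls were A3A with DMSO for no effect and wells lacking A3A enzyme for full effect; some results filed as inactive read as strong as hits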
Target sequence (P31941 whole entry, looked up): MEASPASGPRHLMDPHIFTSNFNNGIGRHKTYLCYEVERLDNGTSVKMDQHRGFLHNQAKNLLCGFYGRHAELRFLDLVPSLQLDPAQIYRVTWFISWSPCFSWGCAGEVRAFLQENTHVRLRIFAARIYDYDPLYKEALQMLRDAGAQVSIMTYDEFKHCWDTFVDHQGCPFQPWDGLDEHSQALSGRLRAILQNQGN
EBI2 antag = EBI2 receptor antagonists, beta-arrestin recruitment, primary screen, cell-based, luminescence, 7a,25-OHC stimulation, uHTS; G-protein coupled receptor 183 (Homo sapiens), P32249; 7a,25-OHC stimulated; inhibition, % at 5 µM; 360,000 compounds, 0.81% hits; in the data active = inhibition above about 38%;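 also: enzyme fragment complementation signal reports receptor beta-arrestin coupling in cells; 0% = agonist plus DMSO wells and 100% = wells without agonist; some results beyond the cut were filed as inactive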
NR3A LBD binder = binders of NR3A ligand-binding domain, primary screen, biophysical, differential scanning fluorimetry, uHTS | NR3A LBD differential scanning fluorimetry, Tm shift; 0% = protein alone, 100% = glycine-bound protein | Tm shift relative to glycine control, % at 25 µM | Glutamate receptor ionotropic, NMDA 3A (GRIN3A) ligand-binding domain | 340,000 compounds, 2.5% hits;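 active = melting temperature shift of at least 10% of the positive control shift, at one fixed dose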
CXCR6 block = CXCR6 receptor inhibitors, primary screen, cell-based, beta-arrestin, luminescence, CHO-K1 PathHunter, 1536-well | AID 602244, 2012 | 360,000 compounds, 0.36% hits | inhibition, % at 20 µM | C-X-C chemokine receptor type 6 (Homo sapiens), O00574; in the data active = inhibition above about 34%, passing the limit was not always enough;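 also: antagonist mode with CXCL16 agonist at 10 nM final; 0% = 10 nM CXCL16 with DMSO and 100% = unstimulated wells without agonist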
Target sequence (O00574 whole entry, looked up): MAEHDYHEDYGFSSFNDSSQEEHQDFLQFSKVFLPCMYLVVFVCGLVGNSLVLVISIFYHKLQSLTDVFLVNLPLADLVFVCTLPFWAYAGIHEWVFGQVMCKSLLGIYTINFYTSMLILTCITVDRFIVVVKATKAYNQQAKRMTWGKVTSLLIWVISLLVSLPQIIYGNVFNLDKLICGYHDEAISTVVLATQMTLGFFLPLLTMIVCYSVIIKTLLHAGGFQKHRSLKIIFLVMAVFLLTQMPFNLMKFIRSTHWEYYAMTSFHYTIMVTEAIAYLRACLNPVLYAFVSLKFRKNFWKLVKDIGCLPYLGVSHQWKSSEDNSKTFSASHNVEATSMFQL
MPTP inh = mitochondrial permeability transition pore inhibitors, primary screen, biochemical, isolated mouse mitochondria, absorbance | Ca2+ swelling absorbance, 30 min | inhibition, % at 10 µM | 360,000 compounds, 1.4% hits;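 active = inhibition of 50% or more, scaled per plate between neutral and stimulator controls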;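 also: 0% = DMSO wells given calcium and 100% = 1 mM EGTA wells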
Gli-Sufu block = Gli-Sufu pathway antagonists, primary screen, luciferase luminescence, Sufu-KO-LIGHT cells, uHTS. Sufu-KO-LIGHT fibroblasts, Gli luciferase reporter luminescence. inhibition, % at 5 µM. 340,000 compounds, 0.74% hits;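 active = inhibition above about 55%, limit read from the data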;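 also: 0% = DMSO-treated cells and 100% = wells with medium but no cells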
An asterisk follows results filed as active; . = no result given.

SMILES	CCR6 antagonist	APOBEC3G inh	APOBEC3A inh	EBI2 antag	NR3A LBD binder	CXCR6 block	MPTP inh	Gli-Sufu block
CC(C)n1nnnc1SCC(=O)N1CCOCC1	-4.5	-5.8	-3.3	-2.9	0.4	1.0	-0.6	0.0
COc1cc(OC)cc(N(C(=O)c2ccco2)C(C(=O)NC2CCCC2)c2ccc(N(C)C)cc2)c1 (centres undefined)	-9.3	0.2	-7.9	16.2	2.5	1.1	-0.7	8.6
CCCc1ccc(OCc2ccc(C(=O)NCc3cccnc3)o2)c(OC)c1	-6.7	-3.1	0.3	1.5	-3.1	-5.7	-1.0	-3.4
CC(C)N(C(=O)CSc1nnnn1C1CCCC1)C(C)C	3.5	-7.7	-2.5	-8.9	0.5	0.1	-0.7	-0.8
COc1ccc2oc(C(=O)OCC(=O)N(C)C3CCCCC3)c(C)c2c1	-0.2	-12.9	-1.3	10.0	0.8	38.1	-1.4	-1.3
CN(C)CCSc1nc(-c2ccccc2)nc2c1CCCC2	6.2	-7.8	-2.9	0.2	-3.5	-2.4	0.4	11.8
Cc1ccc(NC(=O)COC(=O)c2ccc(CN3CCCC3=O)cc2)c(Cl)c1	-12.0	-9.8	-3.9	2.5	-2.2	-5.7	-0.9	-6.8
Cc1cccc(NC(=O)Cn2cnc3c(oc4nc5c(cc43)COC(C)(C)C5)c2=O)c1	6.0	-5.0	-0.8	-2.7	-0.3	-11.3	0.8	-14.5
CCOC(=O)C1(Cc2cccc(Cl)c2)CCCN(C(=O)c2cc(C)on2)C1 (centres undefined)	21.6	-3.7	0.6	1.1	4.0	4.7	-1.4	2.7
S=c1[nH]nc(Cc2sc(-c3ccccc3)nc2-c2ccccc2)o1	17.6	0.8	2.1	4.1	-12.7	11.0	0.0	0.6
CCCCC[C@H]1CN(Cc2ccccc2)C(=O)[C@@H]1CC(=O)NCc1ccc(OC)cc1	10.3	17.5	3.3	12.1	-1.8	5.0	-0.4	.
CCN1C(=O)c2ccccc2S(=O)c2ccc(C(=O)N3CCCC3)cc21 (centres undefined)	13.3	1.2	1.3	-1.9	-1.5	2.9	-1.1	-39.9
Cc1cc(=O)oc2cc(OCC(=O)N3CCCC3)c(Cl)cc12	-0.4	-4.9	-2.4	1.7	0.2	3.3	-3.0	45.7
Cc1cccc(NC(=O)CCN2C(=O)C3C4CCC(C4)C3C2=O)c1C (centres undefined)	0.5	0.7	-0.7	-7.3	-1.3	0.6	-0.5	-3.8
CCCCNC(=O)Cn1c(=O)n(C)c2ccccc21	6.0	-9.1	-3.8	-5.3	1.7	11.4	-0.8	-6.7
O=[N+]([O-])c1ccccc1Oc1ccc(C(F)(F)F)cn1	8.4	-2.9	-1.7	-7.5	0.5	-8.4	1.3	20.2
CCS(=O)(=O)N1Cc2ccccc2CC1C(=O)Nc1nnc(SCc2ccc(F)cc2)s1 (centres undefined)	21.1	1.8	4.3	9.6	6.4	6.1	22.1	-1.8
CCOC(=O)C1=NN(N=O)C2(CC(=O)N(c3cc(C)cc(C)c3)C2=O)C1 (centres undefined)	-14.8	2.1	6.1	2.9	-5.4	-4.0	2.5	5.2
N=C1C(c2nc3ccccc3[nH]2)=C(O)CN1NC(=O)c1c[nH]c2ccccc12	-10.8	-5.1	-0.6	-6.6	-1.9	-3.2	-0.9	14.1
CCc1ccc(NC(=O)CC2NCCNC2=O)cc1 (centres undefined)	-10.7	-1.6	4.1	-6.4	-1.3	7.3	34.5	2.4
Cc1ncc(CO)c2c1OC(C)(C)OC2	-1.9	-2.2	-1.1	0.6	1.3	-4.2	-2.9	-1.3
Cc1ccc(C)c(CN2C(=O)CSc3ccc(C(=O)NCCN4CCOCC4)cc32)c1	3.8	7.9	3.6	14.3	-0.5	-3.5	-0.4	-7.9
COC(=O)c1c(NC(=O)COC(=O)C2CCC2)sc(C)c1C	4.5	-9.7	-2.4	-5.0	2.6	0.1	0.6	7.4
COc1ccc(C(CNC(=O)CNC(=O)c2cccc(C)c2)N2CCCCC2)cc1 (centres undefined)	15.7	.	.	5.1	0.2	6.8	-1.1	12.3
COc1c(C)cc(C(=O)C2CCCN(C(=O)c3ccoc3)C2)cc1C (centres undefined)	1.7	-0.6	5.6	10.2	-1.5	2.0	-0.6	-15.3
COc1ccc(C)cc1NS(=O)(=O)c1ccc2c(c1)N(C(C)=O)CCO2	-2.8	-1.9	-3.5	7.9	-2.6	-6.7	-0.9	-9.9
CC(C)CCn1nc(C(=O)OC(C)C(=O)NC(N)=O)c2ccccc2c1=O (centres undefined)	16.9	-3.5	-3.6	5.3	-1.4	-1.0	0.0	-1.6
Cc1ccc(C)c(OCC(=O)NC2CCCCCC2)c1	0.9	-6.9	-1.2	36.5	-0.3	4.1	0.3	5.9
CNC[C@@H]1Oc2ccc(NS(=O)(=O)c3ccc(Cl)cc3)cc2C(=O)N([C@H](C)CO)C[C@@H]1C	8.0	-6.3	-2.1	-14.7	-5.9	-0.9	-0.6	-5.5
O=C(NCC(O)COc1ccc([N+](=O)[O-])cc1)c1ccccc1 (centres undefined)	9.7	-1.4	-0.2	4.3	-0.8	1.5	0.0	2.0
CN(Cc1c(F)cccc1Cl)C(=O)CNC(=O)c1sc2ccccc2c1Cl	12.0	-10.9	-2.3	8.4	1.1	11.1	-0.8	-22.9
CCO[C@H]1OC(C(=O)O)=C[C@@H](c2ccc3c(c2)OCO3)[C@@H]1CCCO	-0.3	-4.5	-1.3	0.3	0.6	0.7	0.1	-8.9
Cc1ccc2oc(=O)cc(CN3CCN(Cc4ccccc4)CC3)c2c1	4.6	-6.8	-5.9	-1.0	-1.1	-1.1	-0.4	4.3
COc1ccc(Nc2nc(-c3ccccc3)nc3ccccc23)c(OC)c1	-4.4	-7.3	-3.3	-36.7	-1.7	1.9	1.1	-2.2
COc1ccc(NS(=O)(=O)c2cn(C)cn2)cc1OC	-10.4	3.2	0.8	-8.2	3.0	0.2	-3.6	-8.0
O=c1[nH]cc(S(=O)(=O)N2CCN(c3cccc(C(F)(F)F)c3)CC2)c(=O)[nH]1	2.7	-7.1	1.2	-1.1	.	-3.5	-2.2	8.2
CC(C)CNS(=O)(=O)c1ccc(S(=O)(=O)N2CCCN(Cc3ccccc3)C2)cc1	4.8	-4.4	2.6	2.7	12.7*	0.4	0.8	2.2
C/C=C(/C)C(=O)Nc1cccc(C2=NOC3(C2)C[C@@H](C(N)=O)N(C(=O)/C=C/CC)C3)c1 (some centres undefined)	3.5	-13.6	-2.9	-7.4	2.5	2.9	-1.6	-8.4
O=C(NCCc1ccccc1)C1CCCN(c2ncnc3c2nc2n3CCCCC2)C1 (centres undefined)	12.0	-0.5	11.6	-2.3	-4.9	-3.3	4.5	-22.9
Cc1ccc(C)c(NC(=S)N2CCCC2)c1	-1.0	-5.2	-3.3	0.5	-0.9	5.5	-0.8	1.7

Look-ups from the entries so far.
Value for Cc1ccc(C)c(NC(=S)N2CCCC2)c1 under APOBEC3A inh: -3.3
Value for CC(C)CCn1nc(C(=O)OC(C)C(=O)NC(N)=O)c2ccccc2c1=O (centres undefined) under MPTP inh: 0.0

More compounds follow.
SMILES	CCR6 antagonist	APOBEC3G inh	APOBEC3A inh	EBI2 antag	NR3A LBD binder	CXCR6 block	MPTP inh	Gli-Sufu block
Cc1noc(C)c1S(=O)(=O)Nc1ccc2c(c1)C(=O)N([C@H](C)CO)C[C@H](C)[C@@H](CN(C)C(=O)Nc1ccccc1)O2	6.0	0.0	1.9	-5.7	2.6	-6.2	-0.8	-9.5
COc1ccc(CCCc2nnc(SCC(=O)Nc3nc(C)cs3)n2C)cc1	-3.5	-3.9	-7.2	4.6	-0.3	6.5	0.1	0.8
CCCN(CCC)CCCNC(=O)c1cn(C)c2ccc(S(=O)(=O)N(C)C3CCCCC3)cc2c1=O	4.5	4.3	0.8	-1.1	-3.0	2.5	-1.1	20.1
Cc1ccc(S(=O)(=O)Nc2cc(=O)[nH]c(SCC(=O)Nc3ccccc3Cl)n2)cc1	18.5	.	.	17.4	-21.3	-0.9	3.7	6.0
COc1ccccc1C(=O)NCC(=O)NC(C)c1ccc(-n2ccnc2)cc1 (centres undefined)	-1.3	1.6	1.0	2.3	0.1	0.8	-0.8	16.3
CCN1CCN(S(=O)(=O)c2ccc(S(=O)(=O)N(CC)Cc3ccccc3)cc2)CC1	-4.0	0.8	1.2	1.6	1.5	3.3	0.6	5.8
COCCN(C(=O)c1ccco1)c1nnc(-c2ccc(OC)cc2)s1	4.0	-1.0	-2.5	-2.6	-0.4	4.4	0.5	-60.4
CSc1nc(C)c(CCOCc2ccc(F)cc2)c(=O)[nH]1	13.4	-5.7	-3.6	11.9	-1.2	-19.2	-0.5	-14.0
O=C(NCc1n[nH]c(=S)n1-c1cccc(Cl)c1)c1ccc(S(=O)(=O)N2CCCC2)cc1	8.2	13.1	-0.2	5.3	3.1	5.5	0.2	-0.8
COc1ccc(OC)c(NC(=O)NNC(=O)c2cc3occc3[nH]2)c1	1.2	-0.8	-2.1	-13.9	0.2	5.0	-0.5	26.0

2 entries from above, with two lines to a compound.
Second line of a record – CCR6 antagonist	APOBEC3G inh	APOBEC3A inh	EBI2 antag	NR3A LBD binder	CXCR6 block	MPTP inh	Gli-Sufu block
- CSc1nc(C)c(CCOCc2ccc(F)cc2)c(=O)[nH]1
    13.4	-5.7	-3.6	11.9	-1.2	-19.2	-0.5	-14.0
- O=C(NCc1n[nH]c(=S)n1-c1cccc(Cl)c1)c1ccc(S(=O)(=O)N2CCCC2)cc1
    8.2	13.1	-0.2	5.3	3.1	5.5	0.2	-0.8

Further compounds
SMILES	CCR6 antagonist	APOBEC3G inh	APOBEC3A inh	EBI2 antag	NR3A LBD binder	CXCR6 block	MPTP inh	Gli-Sufu block
CN(C)CCCNCCNC(=O)/C=N\O	-9.7	-2.2	-3.3	-7.0	-1.4	-1.8	-1.1	-2.2
CC1CCc2cc(F)cc3c(O)c(C(=O)NCc4ccco4)c(=O)n1c23 (centres undefined)	-2.8	-1.4	-0.3	-4.7	4.5	-7.3	-1.0	-8.3
Cc1cc(-c2cccc([N+](=O)[O-])c2)nc2ccccc12	19.4	-7.5	12.8	-3.3	1.3	-4.4	5.2	-4.5
COCc1cc(=O)[nH]c2cc(NC(=O)C3CC3)c(C)cc12	1.4	-3.9	-1.3	-9.9	7.0	-11.7	-0.7	-0.7
O=C(NCC1(O)CCCCC1)C1CCC(=O)N(Cc2ccccc2F)C1 (centres undefined)	2.4	-5.2	2.5	-1.4	0.8	-9.7	0.2	-3.5
O=C(CCC(=O)Nc1ccc(Br)cc1)N/N=C/c1ccccc1O	4.4	-2.7	-2.5	1.5	-14.4	-1.1	2.0	0.1
CC(=O)Nc1cc(NC(C)=O)cc(C(=O)NCC2(N3CCOCC3)CCCCC2)c1	1.8	5.7	8.5	0.8	1.6	1.8	0.3	-2.4
CC(C)(C)C(=O)CSc1ccc(S(=O)(=O)N2CCCC2)cn1	11.6	-8.4	-1.1	-5.6	1.0	-4.1	-0.1	-0.7
COc1ccc(CC(=O)NNC(=O)c2cccs2)cc1OC	5.1	-9.6	-1.0	-10.4	-2.7	-0.7	-0.3	-5.0
COc1ccc(OCCCC(=O)OC(C)C(=O)Nc2ccc(NC(C)=O)cc2)cc1 (centres undefined)	-9.8	-3.0	3.9	-4.9	2.2	-11.2	0.0	1.0
Cc1ccc(OCCC(=O)Nc2ccc3c(c2)OCCCO3)cc1	-4.6	-1.8	24.5	-2.3	1.2	-5.2	-2.1	-6.6
